MEKK2mut PB1 HTS: MEK5 binding signal on mutant MEKK2 PB1, primary screen, biochemical, multiplex bead flow cytometry, Alexa488-MEK5 | Alexa488-MEK5 binding to MEKK2 mutant | percent response, % at 10 µM | hit rate 0.35% among 290,000 | AID 1530, 2009; in the data active = percent response above about 24%, passing the limit was not always enough; note: inactives centre near 1; some results filed as inactive read as strong as hits
NS3 helicase inh: inhibitors of HCV NS3 helicase, primary screen, biochemical, Cy5 molecular beacon fluorescence | NS3 helicase DNA unwinding | inhibition, % at 10.9 µM | hit rate 0.56% among 290,000 | AID 1800, 2009;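 active = inhibition above the mean of all tested compounds plus 3 SD, set per campaign, cut at about 35% in these data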;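 note: 0% = DMSO wells and 100% = thioflavine S control wells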
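test system = hepatitis C virus NS3 helicase domain fragment enzyme | reagent = annealed dual-labelled DNA beacon duplex, ATP-started | times = 1 h at 25 °C | detection = Cy5 fluorescence, 0 and 60 min reads | read-out basis = percent inhibition from t60/t0 fluorescence ratio | control set = DMSO and thioflavine S | replication = one well per compound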
M18AAP inhibitor: PfM18AAP inhibitors, malaria aminopeptidase, primary screen, biochemical, QFRET, recombinant enzyme | H-Glu-NHMec fluorogenic cleavage | inhibition, % at 7.35 µM | AID 1822, 2009 | M18 aspartyl aminopeptidase (Plasmodium falciparum 3D7) | hit rate 1.2% among 290,000;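 active = inhibition above the campaign mean inhibition over all tested compounds plus 3 SD, cut at about 28% in these data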;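 note: 0% = plate median of test compound wells and 100% = 2 mM ZnCl2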
IMP-1 inh: IMP-1 metallo-beta-lactamase inhibitors, primary screen, biochemical, epi-absorbance readout, Pseudomonas aeruginosa enzyme | metallo-beta-lactamase IMP-1 (Pseudomonas aeruginosa) | purified IMP-1, nitrocefin hydrolysis, epi-absorbance fluorescence | inhibition, % at 5.6 µM | hit rate 0.45% among 290,000 | AID 1556, 2009;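 active = inhibition above the mean plus 3 SD of all compounds in the same screening run, cut at about 4.5% in these data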;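 note: 0% = IMP-1 with DMSO and 100% = DMSO wells lacking enzyme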
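System: Purified recombinant IMP-1 metallo-beta-lactamase enzyme | Measured by: Fluorescence quenching readout, ex 480/em 530 nm | Replication: Singlicate | Incubation: 15 min preincubation plus 25 min reaction at 25 °C | Evaluation: Percent inhibition from optical density relative to buffer-blank wells | Benchmarks: DMSO with and without IMP-1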
MEKK2 WT-MEK5: modulators of MEK5 binding to wildtype MEKK2, primary screen, biochemical, multiplex bead flow cytometry, Alexa488-MEK5. Mitogen-activated protein kinase kinase kinase 2 (Homo sapiens), Q9Y2U5. Alexa488-MEK5 binding to MEKK2 WT; actives lie on both sides. binding response (% of control), % at 10 µM. hit rate 1.1% among 290,000. AID 1531, 2009; in the data active = binding response below about 67% or above about 130%
NALP1 inh: NALP1 inflammasome inhibitors in reconstituted yeast, colorimetric, S. cerevisiae, triplicate retest; S. cerevisiae NALP1/ASC/caspase-1 growth, X-gal OD620, 72 h; inhibition, % at 10 µM; hit rate 0.61% among 280,000; in the data active = inhibition mostly above about 24%, no sharp cut-off; inactive = mostly below about 32%; note: some compounds called inactive have numbers as strong as hits
FID counter: compounds displacing fluorescent DNA intercalator, primary screen, artefact control for HCV NS3 helicase inhibitor project, biochemical, FID fluorescence; inhibition, % at 7.9 µM; AID 1845, 2009; DNA fluorescent intercalator displacement; hit rate 0.17% among 290,000; in the data active = inhibition above about 37%;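 note: 0% = vehicle and 100% = reference compound; higher means more ethidium bromide displaced from hairpin DNA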
VIM-2 inh: VIM-2 metallo-beta-lactamase inhibitors, primary screen, biochemical, epi-absorbance readout, Pseudomonas aeruginosa enzyme; purified VIM-2, nitrocefin hydrolysis, epi-absorbance fluorescence; hit rate 0.89% among 290,000; inhibition, % at 5.6 µM;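 active = inhibition above the mean of all tested compounds plus 3 SD, cutoff set per screening run, cut at about 7.5% in these data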;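 note: red hydrolysis product quenches plate fluorescence so inhibitors raise well fluorescence; 0% = enzyme with DMSO and 100% = DMSO without enzyme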
SUMO HTRF inh: inhibitors of in vitro SUMOylation cascade, primary screen, biochemical, HTRF, uHTS; SUMO-conjugating enzyme UBC9 (Homo sapiens), P63279; HTRF SUMOylation assay, SAE1/SAE2 + UBC9; inhibition, % at 35 µM; hit rate 0.36% among 290,000; in the data active = inhibition above about 50%, passing the limit was not always enough; note: strong numbers were not always called active
Target sequence (P63279 whole entry, looked up): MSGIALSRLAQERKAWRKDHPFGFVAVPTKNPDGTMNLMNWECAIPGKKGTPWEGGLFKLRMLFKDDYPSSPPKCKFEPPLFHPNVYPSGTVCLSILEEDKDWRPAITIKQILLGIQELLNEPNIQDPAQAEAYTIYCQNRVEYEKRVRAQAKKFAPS
* hit, by the source's call; nt = not tested or not shown; & = joins results of further samples; [ ] = remark or other dose.

SMILES | MEKK2mut PB1 HTS | NS3 helicase inh | M18AAP inhibitor | IMP-1 inh | MEKK2 WT-MEK5 | NALP1 inh | FID counter | VIM-2 inh | SUMO HTRF inh
Cc1cccc([C@@H]2[C@@H]3C(=O)N(Cc4ccccc4)C(=O)[C@@H]3[C@]3(Cc4ccc(Cl)cc4)C(=O)N(c4cccc(Br)c4)C(=O)N23)c1 | -7 | 3 | 1 | -3.6 | 89 | -6 | -10 | -1.1 | -6
CCC1(C)Nc2ccccc2C(=O)N1O (centres undefined) | 5 | 3 | 4 | -1.7 | 107 | -9 | 2 | 1.1 | 9
CC(=O)c1ccc(N(C(=O)CNC(=O)c2ccco2)C(C(=O)NC2CCCC2)c2ccc(C)o2)cc1 (centres undefined) | -2 | 7 | 5 | -3.1 | 95 | 3 | -29 | -2.8 | 0
Cc1cccc(NC(=O)c2ccc(C(=O)c3ccccc3)o2)c1 | 4 | -19 | 1 | -2.9 | 102 | -8 | -14 | -1.3 | 8
CCC[C@@H](CN[C@@H](CNC)C(C)C)NCCCCc1ccccc1 | -3 | -5 | -1 | -1.0 | 119 | 28 | 21 | 0.0 | -10
O=C(COC(=O)/C=C/c1ccc(Cl)cc1Cl)NCCC1=CCCCC1 | 2 | 6 | 4 | 0.5 | 98 | 27 | -4 | -2.6 | 10
CCCCn1c(N)c(N(CCC(C)C)C(=O)c2cc(-c3ccco3)nc3ccccc23)c(=O)[nH]c1=O | 2 | 41* | -34 | 0.0 | 104 | 19 | -46 | -2.3 | 14
Cc1ccccc1-n1ncc2c1CC(C)(C)CC2NC(=O)C1=CC(=O)CC(C)(C)O1 (centres undefined) | 1 | 2 | -4 | -0.7 | 102 | 14 | -56 | -3.6 | 8
CCOc1ccc(N(C)C(=O)CCc2nnc3ccc(N4CCOCC4)nn23)cc1 | 5 | 13 | 2 | -1.1 | 97 | 1 | -27 | -4.2 | 8
O=C(CN(Cc1ccc(F)cc1)C(=O)CNS(=O)(=O)c1ccc(F)cc1)NCC1CCCO1 (centres undefined) | 3 | 4 | -3 | -2.0 | 100 | 11 | -20 | 0.9 | 14
O=[N+]([O-])c1cccc(S(=O)(=O)NCCc2ccccc2)c1 | 5 | 5 | -5 | -1.9 | 118 | 4 | 6 | -4.0 | -1
CCCCN(CCCC)Cc1cc2ccccc2c2c1COC2 | 2 | -4 | -2 | -3.0 | 105 | 44* | 0 | -2.8 | -3
COC(=O)c1cccc(CSc2nnc(-c3ccco3)n2-c2ccccc2)c1 | nt | -15 | 5 | -3.9 | nt | -8 | -30 | -0.8 | -9
CCOC(=O)N1CCC(NS(=O)(=O)c2ccc3c(c2)oc(=O)n3C)CC1 | -3 | -5 | -2 | -2.5 | 99 | -1 | -1 | -5.6 | 15
CC(=O)Nc1ccc2[nH]c(C)cc(=O)c2c1 | 0 | 0 | 5 | -2.7 | 96 | -2 | 1 | -0.3 | 7
CC(=O)OCC(CCn1cnc2cnc(N)nc21)COC(C)=O | 3&2 | -4 | 1 | -1.1 | 100&100 | 4 | 0 | -3.1 | 6
COc1ccc(CCN(Cc2cc3cc(C)cc(C)c3nc2Cl)C(=O)C2CC2)cc1 | nt | -11 | -3 | -2.0 | nt | 7 | -19 | 0.4 | -6
CCc1sc(N(C(=O)Cc2ccccc2)c2cccc(F)c2)nc1-c1ccc(C)cc1 | -1 | -1 | -7 | -0.4 | 99 | 13 | -2 | -0.3 | 9
Cn1nc(C(=O)NCCCN2CCCCC2)c2c1-c1ccccc1SC2 | 5 | -16 | 6 | -5.4 | 110 | 3 | 32 | 4.2 | 6
O=C(C1CCC(CNc2nc(=S)[nH]c3ccccc23)CC1)N1CCN(c2ccc(F)cc2)CC1 (centres undefined) | -9 | -17 | -5 | -0.7 | 88 | -4 | -36 | -1.5 | -2
CC1CCN(Cc2c(O)ccc3c(=O)c(-c4nc5ccccc5s4)c(N)oc23)CC1 | 7 | -52 | 1 | -3.0 | 120 | 20 | 18 | -4.2 | -5
O=C(Nc1ccccc1)C1(c2ccccc2)CC1(Cl)Cl (centres undefined) | 4 | 1 | -1 | -3.5 | 92 | 26 | -1 | -1.9 | -22
CCOCCCNCc1cc(Br)ccc1OCC | -1 | -6 | -10 | -1.5 | 95 | -7 | 3 | -1.1 | 19
O=C(CSc1nc2c([nH]c3ccccc32)c(=O)n1-c1ccccc1)N1CCOCC1 | 2 | -3 | 2 | -2.1 | 97 | nt | -7 | -1.1 | -33
Cc1ccc(C)c(N2CCN(C(=O)Cn3ncn4cccc4c3=O)CC2)c1 | 3 | -21 | -6 | -1.1 | 95 | 0 | -32 | -3.4 | -14
CSc1cccc(NC(=O)c2nnn(Cc3ccccc3)c2N)c1 | -2 | -12 | -7 | -1.4 | 101 | 26 | -2 | -2.7 | -10
CC[C@H](C)[C@@H](NC(=O)O[C@@H]1C(=O)c2cc(Br)ccc2O[C@H]1c1cccc(OC)c1)C(=O)OC | -6 | 2 | -1 | 1.3 | 94 | 35 | -18 | -1.1 | 3
COC(=O)c1sc(NC(=S)NC(=O)c2ccccc2)nc1C | 9 | 18 | 2 | 1.6 | 114 | 16 | 3 | -0.5 | 4
CCC(C)NC(=O)c1ccc(-n2c(=S)[nH]c3ccccc3c2=O)cc1 (centres undefined) | -1 | 9 | 7 | -4.1 | 102 | 21 | -5 | -1.4 | 11
CCOCCCN(C(=O)Cn1nnc(-c2ccc(C)o2)n1)C(C(=O)NC1CCCC1)c1ccc(C)o1 (centres undefined) | 3 | 8 | -3 | -2.7 | 100 | 3 | -39 | -3.8 | -4

Next part, starting with the last 2 of the part before.
SMILES | MEKK2mut PB1 HTS | NS3 helicase inh | M18AAP inhibitor | IMP-1 inh | MEKK2 WT-MEK5 | NALP1 inh | FID counter | VIM-2 inh | SUMO HTRF inh
CCC(C)NC(=O)c1ccc(-n2c(=S)[nH]c3ccccc3c2=O)cc1 (centres undefined) | -1 | 9 | 7 | -4.1 | 102 | 21 | -5 | -1.4 | 11
CCOCCCN(C(=O)Cn1nnc(-c2ccc(C)o2)n1)C(C(=O)NC1CCCC1)c1ccc(C)o1 (centres undefined) | 3 | 8 | -3 | -2.7 | 100 | 3 | -39 | -3.8 | -4
O=C(CNc1cc(S(=O)(=O)N2CCCC2)ccc1OCC(F)(F)F)Nc1cc(Cl)cc(Cl)c1 | 3 | 5 | -4 | -1.2 | 108 | -31 | 0 | -1.1 | -9
COc1cc2nc(/C=C/c3ccc(N(C)C)cc3)sc2cc1SC | 32 | 6 | 3 | 3.7 | 33*[inhibitor] | -1 | -4 | -0.8 | 28
CCOC(=O)c1sc(-c2ccccc2)cc1NC(=O)CSc1nnnn1C | 5 | 5 | 2 | -4.2 | 93 | -2 | -1 | -2.6 | 4
CCN(C(=O)c1cc2c(s1)-c1ccccc1S(=O)(=O)C2)c1cc(OC)ccc1OC | -3 | -18 | 3 | -1.2 | 97 | 15 | -39 | -0.2 | 14
CC(C)NS(=O)(=O)c1ccc(OCC(=O)Nc2cccc3ccccc23)cc1 | 2 | -14 | 5 | -3.2 | 102 | 24 | -26 | -2.2 | 14
O=C(Cn1cnc2c(nnn2-c2ccccc2)c1=O)NCc1ccco1 | 1 | -1 | 9 | 3.0 | 102 | 37 | 0 | -1.9 | 3
COCCn1c(CN(Cc2ccccc2)Cc2ccccc2)nc2c1c(=O)n(C)c(=O)n2C | 1 | 4 | 2 | -2.4 | 100 | 5 | -42 | -8.6 | 6
CSCC[C@H](NC(=O)N1CCn2c1nc1ccccc12)C(=O)NC1CC1 | 2 | 15 | 5 | -1.6 | 99 | -1 | -25 | -7.4 | -10
CCCCCc1nc2c(c3c1CCCC3)CCCC2 | 2 | -7 | 1 | -2.6 | 96 | 18 | -4 | -1.1 | 15
Cc1ccccc1NC(=O)/C(C#N)=C\c1ccsc1 | -2 | 3 | 2 | -1.5 | 102 | 38 | -4 | -0.9 | -1
CCN(CCO)C(=O)CC(c1ccccc1)c1cc(Br)ccc1O (centres undefined) | 20 | 1 | 1 | -1.0 | 106 | -7 | -15 | -3.4 | -4
O=P(CO)(Cc1ccccc1)Cc1ccccc1 | -6 | 2 | -17 | -1.7 | 102 | 1 | -2 | 1.2 | 29
COc1ccc(NC(=O)C2CCN(C(=O)[C@@H]3Cc4ccccc4CN3C(=O)OC(C)(C)C)CC2)cc1 | 1 | -2 | 1 | -1.6 | 100 | -13 | -49 | -1.8 | -11
CC(C)(C)c1nc2cc(Cl)c([N+](=O)[O-])cc2o1 | -8 | 3 | 4 | -2.7 | 93 | -9 | 12 | -4.7 | 9
Cc1ncc([N+](=O)[O-])n1Cc1ccccc1F | 0 | -1 | -5 | -1.3 | 100 | 1 | 2 | -2.3 | 10
COc1ccc(C2=NOC(C(=O)NCc3ccco3)C2)cc1 (centres undefined) | 0 | -2 | -1 | -3.9 | 101 | -2 | -4 | -3.5 | -20
OCC1(CCc2ccccc2)CCN(Cc2c(F)ccc(F)c2F)CC1 | -4 | -8 | 9 | -2.5 | 93 | -13 | 5 | 1.9 | 12
CCOc1ccc(S(=O)(=O)N(CC(=O)Nc2cc(C)on2)Cc2ccccc2Cl)cc1 | -1 | 4 | -9 | -6.2 | 92 | 0 | -4 | -3.9 | -8
NC(=O)c1ccccc1NC(=O)CC12CC3CC(CC(Br)(C3)C1)C2 | -4 | -8 | 0 | -0.7 | 98 | 5 | -12 | -3.7 | 16
Cc1ccc(NC(=O)c2noc3c2CCC3)cc1C | 3 | 12 | -3 | -2.8 | 103 | -3 | -11 | -1.8 | 26
CC(O)CNc1nc2ccccc2n1-c1ncnc2sc3c(c12)CCC3 (centres undefined) | 8 | -48 | -8 | -2.5 | 124 | 7 | 9 | 0.3 | 18
O=C1C=C(NNC(=O)c2cccnc2)CC(c2ccco2)C1 (centres undefined) | 1 | 7 | 35* | -1.0 | 96 | 7 | -11 | 0.7 | 14
CC(=O)Nc1ccc(C(=O)N/C(=C\c2ccccc2)C(=O)Nc2cccc(C(=O)O)c2)cc1 | -2 | -1 | 7 | -1.9 | 97 | -3 | -13 | -3.5 | 21
Cc1ccc(NC(=O)Nc2c(C)[nH]c(=O)[nH]c2=O)cc1Cl | 9 | 17 | 4 | -1.9 | 108 | 4 | -8 | -2.3 | 12
COc1ccc(S(=O)(=O)N2CCN(c3ccc(F)cc3)CC2)cc1C(=O)N1CCOCC1 | 9 | 7 | 1 | -2.2 | 99 | -9 | -28 | -2.4 | 2
CCOC(=O)c1ccc(NC(=O)c2c(Cl)cc(C)nc2C)cc1 | 12 | -2 | 5 | -3.2 | 106 | -6 | -25 | -2.3 | 9

Assay outcomes as filed in PubChem BioAssay.
